Source: PubChem BioAssay (Johns Hopkins Ion Channel Center)
Kir21 block = inhibitors of mouse Kir2.1 inward-rectifier potassium channel | P35561 | HEK293-Kir2.1, FluxOR thallium flux fluorescence; hits give low values | B-score at 10 µM | hit rate 0.85% among 310,000 | AID 1672;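 active = fluorescence ratio B-score at or below minus 3 SD of library scores, with starting-brightness B-score within 2 SD, cut at about -4.2 in these data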;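 also: channel flux triggered by added potassium and thallium sulfate stimulus; B-score of peak minus minimum fluorescence over baseline after thallium stimulus; more negative B-score means stronger Kir2.1 block with less thallium influx; some compounds called inactive have numbers as strong as hits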
Target sequence (P35561 whole entry, looked up): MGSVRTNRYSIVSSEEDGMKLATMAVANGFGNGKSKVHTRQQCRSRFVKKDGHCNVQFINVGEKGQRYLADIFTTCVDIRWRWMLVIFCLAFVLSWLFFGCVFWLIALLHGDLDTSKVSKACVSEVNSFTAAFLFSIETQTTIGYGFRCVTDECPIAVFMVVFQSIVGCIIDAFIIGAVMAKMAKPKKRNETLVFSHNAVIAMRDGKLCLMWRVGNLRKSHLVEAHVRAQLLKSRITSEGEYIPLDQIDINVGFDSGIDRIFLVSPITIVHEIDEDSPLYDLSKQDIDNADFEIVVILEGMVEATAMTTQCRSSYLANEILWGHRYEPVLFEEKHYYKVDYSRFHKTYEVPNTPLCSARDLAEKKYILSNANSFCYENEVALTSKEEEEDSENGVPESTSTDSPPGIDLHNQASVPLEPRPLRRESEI
CHT block = inhibitors of human choline transporter CHT. Q9GZV3. B-score at 10 µM. AID 488975. hit rate 0.86% among 310,000. CHT-expressing cells, membrane potential dye, choline response; hits give low values;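 active = B-score over 3 SD under the library average, and starting fluorescence ratio not unusually high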;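 also: choline stimulus applied at its EC90 after an EC20 pre-addition; B-score computed on integrated fluorescence ratio after choline addition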
Target sequence (Q9GZV3 whole entry, looked up): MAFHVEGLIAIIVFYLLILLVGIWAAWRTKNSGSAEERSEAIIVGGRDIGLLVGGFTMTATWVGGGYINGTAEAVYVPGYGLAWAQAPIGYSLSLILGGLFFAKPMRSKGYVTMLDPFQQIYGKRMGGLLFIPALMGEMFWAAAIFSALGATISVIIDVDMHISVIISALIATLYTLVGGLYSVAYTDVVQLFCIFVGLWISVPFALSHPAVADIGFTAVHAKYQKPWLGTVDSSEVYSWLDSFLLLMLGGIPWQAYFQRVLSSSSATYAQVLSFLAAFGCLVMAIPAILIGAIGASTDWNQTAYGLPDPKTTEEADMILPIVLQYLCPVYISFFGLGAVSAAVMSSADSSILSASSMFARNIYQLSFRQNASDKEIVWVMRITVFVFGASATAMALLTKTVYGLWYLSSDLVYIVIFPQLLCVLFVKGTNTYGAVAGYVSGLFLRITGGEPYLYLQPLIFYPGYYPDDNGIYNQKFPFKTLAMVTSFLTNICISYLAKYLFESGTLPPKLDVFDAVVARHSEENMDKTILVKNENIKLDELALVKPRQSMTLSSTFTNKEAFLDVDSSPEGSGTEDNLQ
An asterisk follows results filed as active; i = inactive; . = no result given.

SMILES	Kir21 block	CHT block
CC(C)(C)C(=O)Nc1ccc(C(=O)OC2CCCCC2)cc1	1.49	i
COc1cc(/C=N/Nc2nc(Nc3ccccc3)nc(N3CCCCC3)n2)ccc1OCC(=O)O	0.01	i
CCCN(CC(=O)Nc1ccc(Cl)cc1Cl)Cc1cc(=O)n2ccsc2n1	-0.83	i
O=C(Nc1ccc(Cl)c(-c2nc3ccccc3[nH]2)c1)c1ccc2c(c1)OCO2	0.47	i
CCCN1C(=O)/C(=C/c2ccc(C)o2)SC1=Nc1ccc(OC)cc1	-1.75	i
Cc1cc(Cl)ccc1NC(=S)Nc1ccccn1	1.23	.
COc1ccccc1NS(=O)(=O)c1cccc(C(=O)N/N=C/c2c(C)nn(-c3ccccc3)c2N2CCCC2)c1	0.96	i
Cc1cc(C)cc(NC(=O)[C@H](Cc2c[nH]c3ccccc23)NC(=O)[C@@H]2Cc3ccccc3CN2)c1	1.31	i
CCOC(=O)c1sc(NC(=O)CSc2nnc(C(C)C)n2CC)nc1C	-0.97	i
O=C(O)C(Cc1c[nH]c2ccccc12)N1C(=O)c2ccccc2C1=O (stereo not given)	-0.01	i
CCc1ccc(NC(=O)c2cc(S(=O)(=O)N3CCc4ccccc43)cn2C)cc1	-0.44	i
O=C(O)CC(c1ccc(Br)cc1)N1Cc2ccccc2C1=O (stereo not given)	-0.13	i
Cc1cc(C)cc(NC(=S)NC2CC3CCCC(C2)N3C2CC2)c1 (stereo not given)	-0.69	i
CCn1cc(C(=O)NCc2ccco2)c(=O)c2cc(F)c(N3CCN(C(=O)c4ccco4)CC3)cc21	0.27	i
Cc1cccc(Cc2cnc(NC(=O)C3=NCCN3)s2)c1	1.21	i
Cc1ccc(-c2nnc(SCC(=O)NC3CCCc4ccccc43)n2N)cc1 (stereo not given)	-0.08	i
Cc1ccc(/C=C2\SC(=S)N(CCC(=O)NNC(=O)c3ccncc3)C2=O)cc1	0.08	i
O=C1CCCC(O)=C1C1C2=C(CCCC2=O)OC2=C1C(=O)CCC2	-0.11	i
CS(=O)(=O)N(CC(=O)N1CCCCCC1)c1cccc(Br)c1	0.24	i
CN(CC(=O)Nc1ccc(F)cc1)C(=O)COC(=O)c1cc(S(=O)(=O)N(C)C)ccc1N1CCCC1	-1.7	i
CCCC(C(=O)N1CCOCC1)N1C(=O)C2C3C=CC(C3)C2C1=O (stereo not given)	-0.01	i
CCOC(=O)c1[nH]c(C)c(C(=O)N2CCCC(Nc3ccc(C)c(C)c3)C2)c1C (stereo not given)	0.37	i
N=c1c2c(n(Cc3ccc(Cl)c(Cl)c3)c3c1CCC3)CCCC2	-1.17	i
COC(=O)c1ccc(N2CCN(C)CC2)c(NC(=O)COc2cccc(C)c2)c1	0.8	i
Cc1ccc(/C(N)=N/OC(=O)c2cccc(F)c2)cc1	0.61	i

(more compounds)
SMILES	Kir21 block	CHT block
O=C(OCC(=O)N1CCN(C(=O)c2ccco2)CC1)c1cc(-c2ccc(F)cc2)nc2ccccc12	1.31	i
COc1ccc(Br)cc1C(=O)NCc1cccnc1	-0.64	i
CC(=O)CCc1ccc(OC(=O)c2cccnc2)cc1	-1.75	i
CCCCc1nnc(NC(=O)CSCc2cc(=O)n3c(C)csc3n2)s1	0.4	i
Cc1ccc(N/C=C(/C#N)c2ccsc2)cc1C	0.04	i
Cc1ccc(C)c(S(=O)(=O)N2CCCCC2CCNC(=O)C(=O)NCc2ccccn2)c1 (stereo not given)	0.3	i
Cc1ccc(S(=O)(=O)N2CCN(CCC#N)CC2)cc1	1.75	i
CCn1ccc(C(=O)NCCCN2CCCC2=O)n1	1.19	i
Cc1cc(-c2ccc(C)c(S(=O)(=O)NC(C)Cc3ccco3)c2)on1 (stereo not given)	-1.61	i
O=C(COC(=O)c1cnccn1)c1ccc2c(c1)CCCC2	0.48	i
Cc1cc2occ(CC(=O)N(CC(C)C)c3c(N)n(Cc4ccccc4)c(=O)[nH]c3=O)c2cc1C	0.19	i
COC(=O)C1(C)NC(c2ccccc2C)C2C(=O)N(c3ccccc3)C(=O)C21 (stereo not given)	2.14	i
O=C(Nc1nnc(CSCc2ccccc2F)s1)c1cccc([N+](=O)[O-])c1	-1.25	i
O=C1CCC(=O)N1CC(=O)N1CCCc2ccccc21	-1.04	i
N#C/C(=C\c1ccc(O)cc1)C(=O)NCc1ccccc1	0.09	i
O=C(/C(C=Nc1ccc(F)cc1)=C(/O)c1ccco1)C(F)(F)F	-0.25	i
O=C(Nc1cccc(C(F)(F)F)c1)c1cccc(NS(=O)(=O)c2ccc(O)c(C(=O)O)c2)c1	2.91	i
Cc1cc(C(=O)CSc2nnc(-c3cccnc3)n2-c2ccccc2F)c(C)n1CC1CCCO1 (stereo not given)	0.57	i
C#CCNc1nc(C(C)C)nc2c1nnn2Cc1ccccc1F	0.29	i
O=C(O)/C=C/c1ccc2c(-c3ccccc3)onc2c1	-0.07	i
O=C(NCCN1CCOCC1)c1cc(Br)ccc1Cl	-0.61	i
O=C(O)C1(NS(=O)(=O)c2ccc(F)c(Cl)c2)CCCCC1	-1.33	i
O=C(c1ccncc1)N1CCCC(N2CCN(c3ccc(F)cc3)CC2)C1 (stereo not given)	1.23	i
Cc1nnc2sc(-c3ccco3)nn12	1.34	i
O=C(Nc1c2c(nn1-c1ccc(F)cc1)CS(=O)C2)c1ccc(S(=O)(=O)N2CCOCC2)cc1 (stereo not given)	0.88	i

Following part
SMILES	Kir21 block	CHT block
CCOc1ccccc1NC(=O)C1CCCN1C(=O)OCc1ccccc1 (stereo not given)	-3.58	i
Cc1cc(C)nc(N/N=C/c2ccccc2Cl)n1	0.82	i
Cn1c(=NC(=O)C(C)(C)C)sc2cccc(F)c21	2.08	i
Cc1ccccc1NC(=O)Nc1nc2ccc(S(C)(=O)=O)cc2s1	-0.09	i
O=C1[C@@H]2[C@@H]3C[C@@H]([C@H]4ON=C(c5ccc(Cl)cc5)[C@@H]34)[C@@H]2C(=O)N1C1CCCCC1	-0.16	i
CCOC(=O)C1CCN(C(=O)CCC(=O)NNc2nc3ccccc3c3nc(C)nn23)CC1	2.28	i
COc1cc(/C=C2\NC(=S)N(C)C2=O)ccc1O	1.56	i
Cc1ccc(C)c(Cn2c(=O)n(CCC(=O)NCc3ccco3)c(=O)c3ccccc32)c1	0.69	i
COc1ccc(C(=O)Oc2ccc(N(C)S(=O)(=O)c3ccccc3)cc2)cc1[N+](=O)[O-]	-0.43	i
O=c1c(N2CCOCC2)c(N2CCOCC2)c1=O	1.31	i
O=C1CCN(Cc2ccc(Cl)cc2)N1	-0.43	i
CCCc1cc(=O)oc2cc(C)cc(OCC(=O)NCC(O)c3ccccc3)c12 (stereo not given)	0.15	i
Cc1ccccc1Nc1c(-c2ccc(N3CCOCC3)cc2)nc2cnccn12	0.97	i
C=CCn1c(C23CC4CC(CC(C4)C2)C3)n[nH]c1=S	0.17	.
Oc1c(C=Nc2ccccc2)sc2ccccc12	0.25	i
CCOC(=O)C1CCN(S(=O)(=O)c2ccc(NC(C)=O)c(Cl)c2)CC1	1.44	i
COc1ccc(C2CC(O)(c3ccccc3)Oc3c(C)ccc(C)c32)cc1 (stereo not given)	-0.98	.
COc1ccc(S(=O)(=O)NCC(c2ccc(C)cc2)N2CCN(C)CC2)cc1 (stereo not given)	0.39	i
O=C(O)CN1CCN(Cc2ccccc2Cl)C1=O	-0.03	i
Cc1cc(C)n(CCNC(=O)CC2C(=O)NCCN2CC2CCCCC2)n1 (stereo not given)	-0.66	i
Cc1ccc2ccc3cccnc3c2n1	0.92	i
NNC(=O)c1sc(-c2ccccc2)cc1N	-0.02	i
Cc1cc(C)c2c3c(cn2n1)c(=O)n(C)c(=O)n3C	-0.2	i
CCCCNC(=O)Nc1c(C)cc(SC#N)cc1C	1.04	i
COc1cc(CNCCCCO)ccc1OCc1ccccc1F	0.32	i

More compounds.
SMILES	Kir21 block	CHT block
Cc1cc(C(=O)OCC(=O)Nc2cccc(S(=O)(=O)N(C)C)c2)c2ccccc2n1	-0.67	i
CC1CCN(CCNC(=O)c2ccc(NC(=O)C3CCCO3)cc2)CC1 (stereo not given)	1.27	i
CC1(C)CC(CCNS(=O)(=O)c2ccccc2)(c2ccccc2)CCO1 (stereo not given)	1.02	i
CSCCC(NC(=O)c1cc([N+](=O)[O-])cc([N+](=O)[O-])c1)c1nc2ccccc2[nH]1 (stereo not given)	-0.3	i
C=CCOC(=O)C(C#N)c1nc2ccccc2nc1N1CCN(Cc2ccccc2)CC1 (stereo not given)	-0.56	i
CCOC(=O)C1CCN(C(=O)CCCn2nc(C)c3c(C)n(-c4ccc(C)cc4)nc3c2=O)CC1	-2.14	i
C=CCn1c(O)c(N=Nc2nc3ccccc3c(=O)n2-c2ccccc2)c2ccccc21	0.45	i
CCc1ccc(-n2c(=O)c3c(C)c(C(=O)N(C)C)sc3n(CC(=O)NCc3ccco3)c2=O)cc1	-1.45	i
COc1ccc(S(=O)(=O)N2CCOCC2)cc1NC(=O)COC(=O)c1ccc(C)s1	0.04	.
Cc1cc(C)n2c(SCC(=O)N(C)C3CCCCC3)nnc2n1	0.11	i
CC(C)OC(=O)CSc1nnc(-c2ccccn2)n1N	1.96	i
CCOC(=O)C1=C(C)S/C(=C\N(C)C)C1=O	0.01	i
CCN(CC)CCn1cnc2c([nH]c3cccc(OC)c32)c1=O	0.44	i
c1coc(C2=NCCc3ccccc32)c1	-0.01	i
O=C(Nc1ccnn1C1CCN(Cc2ccc3nonc3c2)CC1)c1cccc(F)c1	-0.5	i
COc1cccc(CN(C)CC(=O)Nc2sc3c(c2C#N)CCC3)c1OC	0.24	i
O=C(Cc1ccc(Cl)cc1)NCCS(=O)(=O)N1CCN(c2ccccc2)CC1	1.53	i
COc1ccc(C2CC(=O)N3CN(c4ccc(C)c(Cl)c4)CSC3=C2C#N)cc1OC (stereo not given)	-0.11	i
O=C(NN=C1CCN(Cc2ccccc2)CC1)c1cccc(S(=O)(=O)Nc2ccccc2Cl)c1	-1.38	i
O=C(Nc1c(F)cc(F)cc1Br)c1cc(S(=O)(=O)N2CCN(c3ccccn3)CC2)ccc1F	-0.01	i
Cc1ccc(C(=O)NCC(=O)OCC(=O)c2ccc(Cl)s2)cc1	2.62	i
O=C(O)c1cccc2c1/C(=N/O)c1ccccc1-2	0.38	i
O=C(CCN1C(=O)/C(=C/c2ccccc2Cl)SC1=S)NN1CCOCC1	1.15	i
S=c1[nH]nc(-c2ccco2)n1/N=C/c1c(Cl)cccc1Cl	-0.12	i
Cn1c(SCC(=O)NC2CCCCC2)nnc1-c1ccncc1	0.89	i

Remaining list, next part.
SMILES	Kir21 block	CHT block
Cc1cccc(C)c1NC(=O)CN(C)C(=O)c1ccc(COc2ccccc2)cc1	-0.97	i
C=CCOc1ccccc1CNc1cccc(F)c1	0.02	i
CCOC(=O)/C(C#N)=C\C1=C(N2CCOCC2)CC(C)(C)OC1	-1.38	i
Nc1ccc(CCS(N)(=O)=O)cc1	1.22	i
COC(=O)c1ccc(S(=O)(=O)N2CCC(O)CC2)n1C	-0.02	i
C/C(=N\Nc1nc(C)cc(-c2ccccc2)n1)c1ccc(C)o1	-0.56	i
COc1ccc(NC(=O)c2ccc(NS(=O)(=O)c3c(C)noc3C)cc2)cc1OC	-2.27	i
CCC(C)N(C(=O)CSc1nnc(COc2ccccc2F)n1N)C1CCS(=O)(=O)C1 (stereo not given)	2.03	i
CC(=O)NC(CC(=O)NC1CCCCCC1)c1ccccc1 (stereo not given)	-0.62	i
CC1CCCC(C)N1NC(=O)Cc1ccccc1 (stereo not given)	0.22	i
O=C(CSCc1ccccc1F)NCc1ccc(F)cc1	0.63	i
CN(C)S(=O)(=O)c1cc(NC(=O)CN2CCN(c3ccc(O)cc3)CC2)ccc1Cl	-1.77	i
Cc1cc(C)c(C#N)c(N2CCN(c3ccccc3F)CC2)n1	-0.93	i
NC(=O)c1nc(-c2ccco2)nc2c1[nH]c(=O)n2-c1ccc(Cl)c(Cl)c1	-0.75	i
Cc1cc(C)c(S(=O)(=O)c2cccc(C(F)(F)F)c2)c(=O)[nH]1	0.69	i
CCn1nnc(-c2ccccc2NC(=O)c2ccc(-n3cnnn3)cc2)n1	-0.05	i
CCN(CC(=O)Nc1ccc(OC)cc1)C(=O)CCc1nc2ccccc2c(=O)[nH]1	-0.82	i
Cc1onc(-c2ccccc2)c1C(=O)Nc1c(C)n(C)n(-c2ccccc2)c1=O	-0.03	i
S=C(Nc1ccc(Cl)c(Cl)c1)NN1CCOCC1	1.44	i
COc1ccc(-n2ccnc2CN2CCN(C3CCCC3)C(CCO)C2)cc1 (stereo not given)	1.78	i
Cc1c(Cl)cccc1Nc1nc(N)nc(CN2CCCCCC2)n1	-1.18	i
COCCNC(=O)C(c1ccncc1)N(C(=O)Cn1nnc2ccccc21)c1ccc(OC)cc1 (stereo not given)	-0.88	i

Grouped by structure, the compounds so far with a cyano group.
SMILES	Kir21 block	CHT block
Cc1ccc(N/C=C(/C#N)c2ccsc2)cc1C	0.04	i
Cc1ccc(S(=O)(=O)N2CCN(CCC#N)CC2)cc1	1.75	i
N#C/C(=C\c1ccc(O)cc1)C(=O)NCc1ccccc1	0.09	i
CCCCNC(=O)Nc1c(C)cc(SC#N)cc1C	1.04	i
C=CCOC(=O)C(C#N)c1nc2ccccc2nc1N1CCN(Cc2ccccc2)CC1 (stereo not given)	-0.56	i
COc1cccc(CN(C)CC(=O)Nc2sc3c(c2C#N)CCC3)c1OC	0.24	i
COc1ccc(C2CC(=O)N3CN(c4ccc(C)c(Cl)c4)CSC3=C2C#N)cc1OC (stereo not given)	-0.11	i
CCOC(=O)/C(C#N)=C\C1=C(N2CCOCC2)CC(C)(C)OC1	-1.38	i
Cc1cc(C)c(C#N)c(N2CCN(c3ccccc3F)CC2)n1	-0.93	i
